Avidin fluor: compound fluoresces at 488/530 nm on avidin beads; fluorescence (KMESF) at 10 µM; 220,000 tested, 0.38% active; compound fluorescence 488/530 nm, flow cytometry; stronger effect = higher value; in the data active = fluorescence above about 47; note: inactives centre near 10
Bim-Bcl-B: disrupts Bim peptide binding to human Bcl-B | Q9HD36 | bead-based flow cytometry | inhibition, % at 10 µM | 190,000 tested, 0.073% active;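 note: 0% = tracer peptide without compound and 100% = reference inhibitor peptide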
Bcl-2 Bim block: disrupts Bim peptide binding to human Bcl-2; Bead-based flow cytometry, Bim peptide-Bcl-2 binding; 190,000 tested, 0.06% active; P10415; inhibition, % at 10 µM; in the data active = inhibition above about 40%; inconclusive = no clear call, values can overlap the other calls;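 note: 0% = no compound wells with probe peptide and 100% = reference peptide inhibitor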
ABCB1 inh: inhibitors of human ABCB1 transporter, ABCG2 counter-screen; CCRF-Adr cells, JC-1 efflux, flow cytometry; AID 1326; 190,000 tested, 0.067% active; P08183; inhibition, % at 6.6 µM; in the data active = inhibition above about 40%;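 note: 0% = vehicle and 100% = reference inhibitor; higher value means more JC-1 retained so stronger ABCB1 efflux block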
Bcl-XL Bim block: human Bim-Bcl-XL interaction inhibition; Q07817; Bim peptide-Bcl-XL binding, bead flow cytometry, fluorescence; inhibition, % at 10 µM; 190,000 tested, 0.04% active; AID 1007
ABCG2 inh: blocks JC-1 efflux by human ABCG2 transporter; 190,000 tested, 0.1% active; Q9UNQ0; IgMXP3 cells, flow cytometry; inhibition, % at 6.6 µM;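 active = inhibition above 80%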;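 note: 0% = DMSO and 100% = nicardipine control wells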
Target sequence (Q9UNQ0 whole entry, looked up): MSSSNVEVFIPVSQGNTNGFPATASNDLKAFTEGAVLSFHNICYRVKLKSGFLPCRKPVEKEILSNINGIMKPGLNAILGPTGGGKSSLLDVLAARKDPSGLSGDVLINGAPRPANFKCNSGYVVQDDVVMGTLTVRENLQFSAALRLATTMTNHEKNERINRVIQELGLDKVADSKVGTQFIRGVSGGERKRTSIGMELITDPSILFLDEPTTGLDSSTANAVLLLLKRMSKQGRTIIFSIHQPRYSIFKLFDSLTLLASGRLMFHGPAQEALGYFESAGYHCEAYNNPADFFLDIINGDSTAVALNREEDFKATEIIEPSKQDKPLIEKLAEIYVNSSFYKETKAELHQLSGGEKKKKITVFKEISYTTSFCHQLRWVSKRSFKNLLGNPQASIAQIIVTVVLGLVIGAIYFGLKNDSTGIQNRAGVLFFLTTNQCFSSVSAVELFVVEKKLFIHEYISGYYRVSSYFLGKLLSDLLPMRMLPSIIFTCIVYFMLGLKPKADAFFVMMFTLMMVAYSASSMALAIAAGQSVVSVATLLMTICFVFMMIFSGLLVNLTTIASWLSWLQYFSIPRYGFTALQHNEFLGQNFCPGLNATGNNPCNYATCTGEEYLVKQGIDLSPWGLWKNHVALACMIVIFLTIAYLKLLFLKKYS
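Test system: IgMXP3 cells (ABCG2) mixed with DDAO far-red-labelled CCRF-Adr cells (ABCB1). Reagent: JC-1 transporter substrate. Compound dosing: single test compound dose, 6.6 µM final. Times: 10 min compound exposure, 25 °C. Detection: flow cytometry of retained JC-1 fluorescence. Read-out basis: efflux inhibition in percent versus controls. Controls: nicardipine and DMSO wells.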
Bfl-1 Bim block: disrupts Bim binding to human Bfl-1; AID 1008; inhibition, % at 10 µM; Bead-based flow cytometry, Bim-Bfl-1 binding inhibition; Q16548; 190,000 tested, 0.12% active;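 note: 0% = wells without compound plus tracer and 100% = blocker peptide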
RGS4-Gao reg: modulates binding of RGS4 to human Galphao. P09471. Multiplexed bead flow cytometry; actives lie on both sides. binding response (% of control), % at 10 µM. 220,000 tested, 0.33% active; in the data active = binding response below about 49% or above about 150%; inactive = in between;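 note: fluorescent Galphao activated with aluminum fluoride binding bead-coupled RGS4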
GSH fluor: GSH bead compound fluorescence profile | 190,000 tested, 0.25% active | AID 1776 | GSH beads flow cytometry, compound fluorescence 488/530 nm; stronger effect = higher value | fluorescence (KMESF) at 10 µM; in the data active = fluorescence above about 89;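 note: glutathione beads carrying GST-tagged Bcl family fusion proteins plus one bare bead set; values are compound well signal with DMSO vehicle wells as background; inactives centre near 16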
RGS7-Gao reg: regulators of human RGS7-Galphao interaction. P09471. Multiplexed bead flow cytometry, RGS7-Galphao binding; actives lie on both sides. binding response (% of control), % at 10 µM. 220,000 tested, 0.35% active; in the data active = binding response below about 49% or above about 150%; inconclusive = no clear call, values can overlap the other calls; inactive = in between;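 note: fluorescent Galphao held in activated GDP-AlF4 state binding bead-coupled RGS7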
Bcl-W Bim block: inhibitors of Bim-Bcl-W interaction, human. bead-based flow cytometry, Bim peptide-Bcl-W binding. inhibition, % at 10 µM. 190,000 tested, 0.02% active. AID 952;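 note: 0% = bound tracer without compound and 100% = peptide blocker; higher means less fluorescent Bim peptide bound to Bcl-W beads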
Target sequence (Q92843 whole entry, looked up): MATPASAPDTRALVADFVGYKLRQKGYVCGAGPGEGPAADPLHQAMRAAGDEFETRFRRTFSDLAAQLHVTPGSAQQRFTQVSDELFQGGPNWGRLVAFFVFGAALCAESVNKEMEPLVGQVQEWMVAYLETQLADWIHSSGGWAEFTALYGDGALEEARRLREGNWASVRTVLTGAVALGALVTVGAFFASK
* hit, by the source's call; ? = inconclusive. Cut-off read from the data, not from the text of the source, unless noted: active = inhibition above about 40%.

Below each compound: Avidin fluor, Bim-Bcl-B, Bcl-2 Bim block, ABCB1 inh, Bcl-XL Bim block, ABCG2 inh, Bfl-1 Bim block, RGS4-Gao reg, GSH fluor, RGS7-Gao reg, Bcl-W Bim block
(1) CCCc1cc(=O)n2[nH]c(-c3ccccc3)cc2n1
→ 19, -6, -7, -0.6, -9, 27, -10, 99, 21, 99, -5
(2) CN(C)S(=O)(=O)N1CCN(S(=O)(=O)N(C)C)CC1
→ 30, -4, -8, 0.7, -3, 8, -14, 95, 25, 94, 1
(3) Cc1cc([N+](=O)[O-])ccc1NC(=O)C(C)N1CCN(c2ccccn2)CC1 (stereo unspecified)
→ 12, -4, 0, 0.4, -3, 2, -6, 97, 12, 95, -1
(4) Cc1ccc(S(=O)(=O)N2c3ccccc3OCC2c2ccccc2)cc1 (stereo unspecified)
→ 9, -2, -9, 0.3, 0, 2, -5, 103, 12, 104, 0
(5) CC(C)COC(=O)NCC12C=CC(O1)C1C(=O)N(c3ccc(Cl)cc3)C(=O)C12 (stereo unspecified)
→ 13, -5, -4, 1.2, -7, 3, -13, 101, 36, 98, -1
(6) Cc1cccc(C(=O)N(Cc2nc3ccccc3c(=O)[nH]2)C2CCCCC2)c1
→ 22, -3, 1, 2.5, 0, 6, -5, 99, 11, 100, 0
(7) COC(=O)c1cccc(NC(=O)Cc2nc(-c3ccccc3)sc2-c2ccc(C)cc2)c1
→ 11, -5, -4, -0.4, -3, -3, -9, 104, 14, 98, -3
(8) O=C(Cn1c(-c2ccccn2)nc2ccccc21)N/N=C/c1ccccn1
→ 22, 2, 0, 2.4, -2, 4, -3, 92, 21, 90, 1
(9) O=C(CSc1ccc2ccccc2n1)c1ccc2c(c1)OCO2
→ 15, -9, -10, -8.3, -6, -4, -11, 104, 11, 108, -2
(10) Cc1noc(C)c1CSc1ccc2ccccc2n1
→ 7, -6, -2, 0.6, -4, 2, -2, 102, 34, 104, -3
(11) O=C(CCC1CCCN(c2ncccn2)C1)NCc1ccc(F)c(F)c1 (stereo unspecified)
→ 7, 0, -2, 0.2, 0, 4, 3, 99, 14, 98, 0
(12) Cn1c(-c2cc(Cl)ccc2O)nc2c1c(=O)[nH]c(=O)n2Cc1ccccc1
→ 9, -1, -4, 1.7, -3, 6, -5, 105, 25, 107, 0
(13) Cn1cc(C(=O)N/N=C/C(Br)=C\c2ccccc2)ccc1=O
→ 10, -12, -12, -0.5, -9, 9, -18, 98, 34, 100, -1
(14) C/C(=N\NC(=O)c1ccccc1)c1ccc(C)c([N+](=O)[O-])c1
→ 10, -7, -4, 0.9, -7, 25, -3, 99, 18, 99, -5
(15) Cc1ccc(C)c2nc(SCC(=O)NCc3cccs3)c(C#N)cc12
→ 20, 1, 6, 0.1, 0, 1, 4, 92, 52, 90, 3
(16) O=C1CCCC2=C1C(c1ccncc1)c1c(nc(SCc3ccccc3Cl)[nH]c1=O)N2 (stereo unspecified)
→ 15, -3, 0, 0.4, 0, 1, -5, 104, 18, 106, 8
(17) O=C(O)c1cccnc1Sc1ccc(Cl)cc1
→ 9, -5, -2, 0.2, 0, 1, -3, 99, 27, ?, 0
(18) CCOc1ccc(-c2nnc(-c3ccc(OC)cc3)o2)cc1
→ 2, -1, 2, -0.6, 0, 3, 1, 24*, 10, 18*, -1
(19) Cc1sc2nc(CN3CCCCC3)nc(N3CCN(C(=O)c4ccco4)CC3)c2c1C
→ 6, 1, 0, 1.4, 0, 3, 0, 101, 10, 96, 1
(20) C=CCNC(=S)N1CCOCC1
→ 9, 0, 1, 0.1, 1, 1, -3, 96, 23, 96, 1
(21) CCCNC(=O)CCCCn1c(=S)[nH]c2c([nH]c3ccc(OC)cc32)c1=O
→ 23, -20, -4, 0.9, -2, 1, 0, 105, 15, ?, 0
(22) CN(C(=O)COC(=O)c1ccc(NS(=O)(=O)c2cccs2)cc1)C1CCCCC1
→ 5, -1, -2, 0.6, 0, 9, -1, 96, 11, 94, -2
(23) CCCCOC(=O)CCNc1n[nH]c(=O)[nH]c1=O
→ 12, -2, -1, 0.1, -3, 0, -2, 81, 8, 83, -1
(24) CC1CC(c2ccccc2)n2nc(NC(=O)c3cccs3)nc2N1 (stereo unspecified)
→ 12, -5, -2, 0.4, -3, 37, -13, 104, 37, 103, -1
(25) COC(=O)COc1ccc(-c2ccccc2)cc1C=O
→ 7, 1, -2, 0.1, -2, 5, 4, 101, 8, 100, 0
(26) CS(=O)(=O)N(CC(=O)Nc1cc(Cl)ccc1Cl)c1ccccc1
→ 7, -2, -5, 0.3, -7, 1, -11, 101, 6, 96, -1
(27) COC(=O)c1ccccc1NC(=S)N(Cc1ccc2c(c1)OCO2)Cc1cc2ccc(C)cc2[nH]c1=O
→ 16, -3, -2, 2.1, -3, -2, 0, 105, 8, 103, 0
(28) CC(O)C1C(=O)OC2(C)CC(C)(C)NC(=S)N12 (stereo unspecified)
→ 5, -8, -1, 0.4, 2, 3, 4, 112, 119*, 106, -8
(29) C(=N\Nc1nn[nH]n1)/c1ccccc1
→ 6, -5, -6, 0.1, -4, 0, -10, 109, 42, 105, 1
(30) O=C(NS(=O)(=O)Oc1ccc(F)c(Cl)c1)OC[C@@H]1CCCN2CCCCC12 (stereo partly specified)
→ 6, -2, -2, 0.4, -1, 1, -3, 97, 12, 94, 0

(further entries)
Below each compound: Avidin fluor, Bim-Bcl-B, Bcl-2 Bim block, ABCB1 inh, Bcl-XL Bim block, ABCG2 inh, Bfl-1 Bim block, RGS4-Gao reg, GSH fluor, RGS7-Gao reg, Bcl-W Bim block
(31) O=c1c2c(nc3c(-c4ccccc4)c[nH]n13)CCCC2
→ 12, -8, -8, 0.6, -4, 21, -12, 98, 45, 95, 0
(32) CCOC(=O)C1=C(C)NC(=S)NC1c1cc(C)sc1C (stereo unspecified)
→ 9, -11, 4, 1.3, -2, 7, 4, 100, 18, ?, 0
(33) O=C(c1cc(-c2ccccn2)nc2ccccc12)N1CCN(c2ncccn2)CC1
→ 12, -1, -5, 1.3, -2, 3, -5, 96, 12, ?, 0
(34) COc1cc(C2Nc3cc(Cl)c(S(N)(=O)=O)cc3S(=O)(=O)N2)ccc1OCc1ccccc1 (stereo unspecified)
→ 7, -5, -7, 0.1, -1, 1, -10, 105, 9, 100, 7
(35) Cc1onc(-c2ccccc2)c1C(=O)N1CCCSC1=Nc1ccccc1
→ 36, -1, 0, 1.5, -1, 4, 0, 100, 22, 100, -1
(36) O=C(c1ccc(-c2cc(Cl)ccc2Cl)o1)N1CCOCC1
→ 9, -1, 0, 0.8, 0, 6, -5, 103, 9, 102, 0
(37) CC(C(=O)Nc1ccncc1)(c1ccccc1)c1ccccc1
→ 10, -4, -1, 0.2, 0, 0, -5, 103, 18, 101, -1
(38) CCCCNc1cnn(-c2ccccc2)c(=O)c1Cl
→ 11, -1, 0, 0.2, -4, 3, -4, 99, 22, 104, 0
(39) O=C(COc1ccccc1)NCC1CCCO1 (stereo unspecified)
→ 20, -4, -4, 0.7, -9, -2, -5, 101, 12, 100, -8
(40) CCn1ncc(Cl)c1C(=O)Nc1cc([N+](=O)[O-])ccc1OC
→ 7, -3, 0, 0.2, -5, 3, 0, 101, 11, 101, -2
(41) CC(Cc1ccccc1)NC(=O)c1ccc([N+](=O)[O-])cc1 (stereo unspecified)
→ 16, -14, -10, 1.1, -10, 17, -12, 94, 17, 91, -3
(42) COc1cc(C(C(=O)NCc2ccccc2)N(Cc2ccco2)C(=O)c2cnccn2)cc(OC)c1OC (stereo unspecified)
→ 10, 0, 2, 0.8, 2, 2, -4, 103, 12, 100, 0
(43) CCOC(=O)C1(C)NC(c2ccccc2F)C2C(=O)N(CC)C(=O)C21 (stereo unspecified)
→ 8, -1, -2, -0.1, -1, -1, -8, 102, 9, 92, 2
(44) CC1=C2C3OC(=O)C(C)[C@@H]3CC[C@](C)(O)C2C2C3C4C5(C12)[C@H]1OC(=O)[C@@H](C)C1CC[C@]4(C)O[C@]5(C)[C@@H]3O (stereo partly specified)
→ 4, -4, 0, 0.1, -6, 0, -1, 103, 9, 101, -2
(45) COc1cc(NC(=O)Nc2ccccc2)c(OC)cc1NC(=O)CN1CCCCC1
→ 5, -10, -7, -2.8, 0, -5, -11, 100, 33, 100, -1
(46) COc1ccc2c(-c3ccccc3)cc3nnnn3c2c1
→ 3, -7, -6, 0.7, -9, 7, -12, 102, 32, 100, -2
(47) O=C(N/N=C/c1ccccc1OCC(=O)N1CCCC1)C(=O)Nc1ccccc1F
→ 16, -12, -8, 0.8, -5, 3, -11, 102, 8, 103, -7
(48) COc1ccc(CN(CC(=O)NCc2ccco2)C(=O)CCC(=O)Nc2ccccn2)cc1
→ 14, 0, -4, 0.2, -1, 3, -1, 100, 20, 102, -2

High-throughput results deposited in PubChem BioAssay by NMMLSC.

Compounds as they come, and some 1.3% of all compounds hit somewhere here.
